High-throughput results (PubChem BioAssay)
RTF Ca sens act = cardiac RTF calcium sensitivity activators, primary screen, biochemical, IANBD-TnC fluorescence, EC20 calcium; Troponin I, cardiac muscle (Homo sapiens) + Troponin T, cardiac muscle (Homo sapiens) + …; IANBD-labeled TnC RTF fluorescence at EC20 calcium; 0% EC20 calcium, 100% full calcium; activation, % at 7.2 µM; hit rate 0.24% among 340,000; AID 493008, 2010;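 active means activation above the mean over all tested compounds plus 3 SD, cut at about 30% in these data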;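 further: rise in fluorescence read as greater calcium sensitivity of cardiac thin filaments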
V-ATPase pH = regulators of yeast V-ATPase proton pumping, primary screen, pHLuorin cytosolic pH fluorescence | S. cerevisiae | response, % at 10 µM | hit rate 0.37% among 350,000 | AID 504577, 2011; in the data active means response mostly above about 7.3%, no sharp cut-off; inactive means mostly below about 5.4%; further: actives read high; inactives centre near 0; some compounds called inactive have numbers as strong as hits; reference of the scale not given here
DSG3 Ab inh = inhibitors of pemphigus antibody binding to DSG3, primary screen, biochemical, bead-based, flow cytometry, scFv-GFP; AID 588358, 2011; Desmoglein-3 (Homo sapiens), P32926; hit rate 0.48% among 310,000; DSG3-coupled beads, scFv-anti-DSG3-GFP binding; active compounds read low; binding (percent of control), % at 10 µM;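 active means binding more than 3 SD below its plate's average and above zero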;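 further: hits lower antibody fragment binding to DSG3; some compounds called inactive have numbers as strong as hits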
MOR-DOR ag = agonists of OPRM1-OPRD1 heterodimerization, primary screen, cell-based, luminescence; cells; hit rate 0.3% among 340,000; AID 504326, 2011; activation, % at 9.3 µM; Mu-type opioid receptor (Homo sapiens) + Delta-type opioid receptor (Homo sapiens), …; in the data active means activation above about 18%;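 further: 0% = vehicle-treated cells and 100% = reference agonist; values of inactives mirror those of a sister screen read the other way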
Target sequence (P35372 whole entry, looked up): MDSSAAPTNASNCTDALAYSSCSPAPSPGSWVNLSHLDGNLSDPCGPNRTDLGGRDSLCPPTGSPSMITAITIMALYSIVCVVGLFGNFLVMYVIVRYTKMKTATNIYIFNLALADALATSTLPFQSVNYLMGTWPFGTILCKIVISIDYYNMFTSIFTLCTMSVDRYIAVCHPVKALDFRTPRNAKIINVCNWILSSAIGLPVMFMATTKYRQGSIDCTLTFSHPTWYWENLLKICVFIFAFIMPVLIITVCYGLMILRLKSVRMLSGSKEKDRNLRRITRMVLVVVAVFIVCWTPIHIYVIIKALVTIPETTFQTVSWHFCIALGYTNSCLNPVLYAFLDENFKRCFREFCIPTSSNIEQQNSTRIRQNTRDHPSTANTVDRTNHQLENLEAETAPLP
Target sequence (P41143 whole entry, looked up): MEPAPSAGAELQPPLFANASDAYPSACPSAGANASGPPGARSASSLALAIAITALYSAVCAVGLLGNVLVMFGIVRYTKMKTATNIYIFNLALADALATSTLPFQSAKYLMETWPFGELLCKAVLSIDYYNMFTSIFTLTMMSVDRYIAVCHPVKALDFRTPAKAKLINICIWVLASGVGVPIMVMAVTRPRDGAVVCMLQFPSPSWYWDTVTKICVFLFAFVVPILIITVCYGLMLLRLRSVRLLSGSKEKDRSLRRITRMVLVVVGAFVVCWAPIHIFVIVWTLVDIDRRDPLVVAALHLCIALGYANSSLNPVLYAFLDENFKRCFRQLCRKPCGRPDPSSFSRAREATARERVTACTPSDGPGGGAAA
MOR-DOR inv ag = inverse agonists of MOR-DOR heterodimerization, primary screen, cell-based, luminescence | cell-based MOR-DOR heterodimer luminescence, inverse agonism | Mu-type opioid receptor (Homo sapiens) + Delta-type opioid receptor (Homo sapiens), … | AID 504357, 2011 | hit rate 0.21% among 340,000 | inhibition, % at 9.3 µM; in the data active means inhibition above about 22%, passing the limit was not always enough;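 further: 0% = cells with DMSO and 100% = wells without cells with DMSO; values of inactives mirror those of a sister screen read the other way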
C-LANA FP = inhibitors of KSHV C-LANA binding to DNA, primary screen, biochemical, fluorescence polarization, FAM-LBS DNA, MBP-C-LANA, single point; hit rate 0.078% among 340,000; Kaposi's sarcoma herpesvirus LANA C-terminal domain (residues 932-1162) DNA binding; inhibition, % at 9 µM;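 active means highest replicate inhibition at or above 60% at 9 µM, even if other replicates fall short; inactive means all replicates below 60% inhibition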;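 further: 0% = neutral control wells and 100% = 4 µM acridine orange control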
Keap1-Nrf2 PPI = Keap1-Nrf2 protein-protein interaction inhibitors, primary screen, biochemical, fluorescence polarization, single point; Kelch-like ECH-associated protein 1 (Homo sapiens), Q14145; Keap1 Kelch-Nrf2 peptide fluorescence polarization, 1536-well; inhibition, % at 9.4 µM; hit rate 0.15% among 340,000; AID 504523, 2011; in the data active means inhibition above about 12%;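 further: human Keap1 Kelch domain with fluorescein labeled Nrf2 9mer peptide probe; 0% = neutral control wells and 100% = peptide positive control; higher means more block of Keap1 binding to Nrf2 peptide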
Arrestin-AP2 inh = inhibitors of beta-arrestin/AP2 binding, primary screen, biochemical, GPCR trafficking, flow cytometry. FITC-arrestin peptide / GST-AP2 beads; AP2 beta2 appendage carries R879A mutation. beta-arrestin 1 C-terminal peptide binding to AP2 beta2-adaptin appendage (human). inhibition, % at 10 µM. hit rate 0.31% among 340,000;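 active means inhibition above a set limit, near 3 SD of compounds lacking own fluorescence, cut at about 54% in these data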;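 further: plate controls were DMSO wells for no effect and 5 µM unlabelled arrestin peptide for full effect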
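Material – GST-tagged AP2 beta2-adaptin appendage (R879A) on 4 µm glutathione beads · Probe or stimulus – fluorescein-tagged arrestin peptide at 50 nM final · Timing – 12 min plus 1 h, RT · Detection – bead flow cytometry, FITC channel · Read-out basis – inhibition as reduced fluorescein signal on beads, percent · Medium – PBS plus Tween 20 (0.05%) and BSA (0.1%)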
Wnt act = Wnt/beta-catenin pathway activators, primary screen, cell-based, plate reader, single point; Wnt/beta-catenin reporter cell assay, activator; hit rate 1.2% among 300,000; activation, % at 9.35 µM; in the data active means activation above about 30%, passing the limit was not always enough;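 further: 0% = neutral control wells and 100% = positive control wells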
RTF Ca sens inh = cardiac RTF calcium sensitivity inhibitors, primary screen, biochemical, IANBD-TnC fluorescence, EC70 calcium | Troponin I, cardiac muscle (Homo sapiens) + Troponin T, cardiac muscle (Homo sapiens) + … | IANBD-labeled cardiac RTF, Ca2+ fluorescence | inhibition, % at 7.15 µM | hit rate 0.12% among 340,000;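 active means inhibition above the mean inhibition of all tested compounds plus 3 SD, cut at about 17% in these data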;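 further: assay run at fixed EC70 calcium of 1.6 mM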
An asterisk follows results filed as active; . = no result given.

SMILES	RTF Ca sens act	V-ATPase pH	DSG3 Ab inh	MOR-DOR ag	MOR-DOR inv ag	C-LANA FP	Keap1-Nrf2 PPI	Arrestin-AP2 inh	Wnt act	RTF Ca sens inh
CCNC(=O)CC1C(=O)N(c2ccccc2)C(=O)N1CCC(C)C (centres undefined)	-5	-5	107	-2.0	9	0.3	-7	29	.	-9
Nc1cccnc1Sc1cccc(Cl)c1	1	-11	98	-0.5	3	0.4	3	10	.	-8
COc1cccc(N2CCC(N3CCN(C)C(CCO)C3)CC2)c1 (centres undefined)	4	-4	112	-3.2	18	-1.5	0	42	-1	4
CSC1CCCCC1(O)CSc1nc2c(cc1C#N)CCCC2 (centres undefined)	-1	-12	122	1.2	-7	-0.4	-2	9	.	-5
O=C1N=C(N2CCCCC2)S/C1=C\c1ccc(Cl)cc1	-6	-5	92	-2.0	9	1.3	4	34	2	-5
COC(CNc1cc(=O)oc2ccccc12)OC	4	-1	87	-1.6	9	0.4	0	-5	2	-6
COc1ccc(/C=C(\NC(=O)c2ccco2)C(=O)Nc2ccc(C(C)=O)cc2)cc1	1	2	110	-4.1	17	-0.4	-7	0	0	1
Cc1ccc(C(=O)NC(C)c2ccncc2)o1 (centres undefined)	-5	-1	.	-1.2	7	0.3	5	-15	1	0
O=C(NCCO)C1COc2ccccc2O1 (centres undefined)	13	1	106	0.7	-4	-0.1	-3	-15	-3	-5
CCc1ccc(S(=O)(=O)NC(=S)Nc2ccccc2)cc1	2	0	112	-3.1	16	-0.1	-3	-14	0	-3
COc1cc(CNC(C)(C)C)ccc1OCC(=O)NC(C)(C)C	1	-2	112	-2.0	9	-0.7	-6	15	-2	8
CSc1nnc(SCC2=NNC(=O)SC2)s1	2	-1	126	-1.5	9	-2.8	-2	-6	.	5
O=C(C[n+]1ccccc1)N/N=C/c1cccs1	-2	0	104	-1.2	9	0.4	-4	-5	-1	-11
Cc1cc(C)nc(NC(=O)c2ccc(C)c([N+](=O)[O-])c2)n1	0	1	112	-1.7	9	2.8	-3	13	.	-11
CC(=O)NCCOC(=O)c1nn(Cc2ccccc2)c(=O)c2ccccc12	-2	-4	95	0.3	-2	0.2	1	9	4	-2
Oc1ccc(C=NNC(=S)Nc2cccnc2)nc1	-1	4	91	-2.4	11	1.3	2	9	0	-8
O=C(OCC(=O)N1CCCCC1)c1ccc(OC(F)(F)F)cc1	5	-2	122	-2.5	13	4.0	-1	-1	-1	-4
CCCCCCSc1ccc([C@H]2N[C@@](Cc3ccccc3)(C(=O)OC)[C@H]3C(=O)N(C)C(=O)[C@@H]23)cc1	9	1	100	6.2	-34	-1.2	-4	6	-5	-8
CCCS(=O)(=O)N1CCC(C(=O)N2CCc3ccccc3C2)CC1	7	2	107	-1.1	6	0.5	-3	-5	.	1
CC(Sc1ccc(S(=O)(=O)N2CCCCCC2)cn1)C(N)=O (centres undefined)	0	2	99	-4.0	19	0.1	-2	-7	-2	-7
CC(=O)Nc1ccc(S(=O)(=O)Nc2ccccc2C(=O)N2CCCC2)cc1	-6	2	103	-3.2	17	1.1	4	-3	-1	-3
CC(C)Cc1nc2sc3c(c2c(=O)n1N)CC(C(C)C)OC3 (centres undefined)	-1	0	102	-0.3	2	-0.4	-2	18	1	-1
O=C(CSc1nnc(Cn2cnc3ccccc32)o1)c1ccccc1	0	-3	.	-0.4	2	-1.1	-6	12	2	-6
CC(=O)c1c(C)n(-c2ccccc2)c2ccc(OCC(N)=O)cc12	-3	-2	97	-3.8	18	13	0	-22	-2	-11
COc1ccc(S(N)(=O)=O)cc1C(=O)NCCCN1CCN(c2ccccc2OC)CC1	-1	2	88	-1.7	9	0.1	-3	5	.	-6
Continued.
SMILES	RTF Ca sens act	V-ATPase pH	DSG3 Ab inh	MOR-DOR ag	MOR-DOR inv ag	C-LANA FP	Keap1-Nrf2 PPI	Arrestin-AP2 inh	Wnt act	RTF Ca sens inh
COc1cccc(C2/C(=C(\O)c3ccc(OC)c(OC)c3)C(=O)C(=O)N2c2cc(C)on2)c1 (centres undefined)	-9	-3	102	0.8	-4	-0.3	0	-1	0	-1
CC(C)OCCCNc1ncnc2c1[nH]c1ccccc12	0	-3	101	2.7	-14	-1.8	-6	6	.	0
COCCNC(=O)CCCCCn1c(=S)[nH]c2ccccc2c1=O	2	6	103	-1.4	7	-0.5	-4	8	.	-8
CC(Sc1nc2ccccc2[nH]1)C(=O)O (centres undefined)	0	0	103	-0.9	4	-0.4	-1	11	0	-4
Cc1ccc(C)c(NC(=O)CC2Oc3ccccc3NC2=O)c1 (centres undefined)	-9	0	99	-2.2	13	-0.6	-4	-3	3	-5
O=C(Nc1cc2c3c(c1)CC(=O)N3CCC2)c1ccc(Br)cc1	5	-1	101	-1.7	11	-0.1	1	2	-2	1
CCOC(=O)CSc1nc2c(cnn2-c2ccc(Cl)cc2)c(=O)[nH]1	0	0	110	-2.5	11	-1.4	-4	5	1	0
OCC1(Cc2ccc(F)cc2)CCCN(Cc2ccc(F)cc2Cl)C1 (centres undefined)	1	3	110	6.4	-33	0.8	-8	42	0	-1
COc1cccc(OC)c1OCCCSc1nc(C)cc(=O)[nH]1	0	-2	101	-2.9	16	0.2	2	-4	.	-3
Cc1ccc(NC(=O)C2c3ccccc3Oc3ccccc32)c(C)c1	-4	-2	92	-2.8	17	-1.3	4	14	0	6
O=C(O)c1cc(-c2ccc(/C=N/NC(=S)Nc3ccccc3)o2)ccc1Cl	.	-2	.	.	.	4.0	-8	10	0	.
CCCCN(C(=O)c1nn(C)c(=O)c2ccccc12)c1c(N)n(CC(C)C)c(=O)[nH]c1=O	-1	-1	99	-3.5	14	1.4	-3	-7	-1	-4
Cc1ccc(-c2csc(NC(=O)C3CC=CCC3C(=O)O)c2C(=O)OC(C)C)cc1 (centres undefined)	-3	-5	120	-2.3	10	-0.5	-1	24	.	8
O=C(N/N=C/c1cccs1)c1ccc2ccccc2c1	0	-3	108	-1.8	10	-0.6	-5	1	12	3
O=C(Nc1ccc2c(c1)OCO2)C1CCCN(S(=O)(=O)Cc2ccccc2)C1 (centres undefined)	-17	-4	99	-0.5	3	0.2	-4	4	-3	-7
Cc1ccc(C(=O)CSc2nc(C)cc(C)c2C(N)=O)cc1	-2	-2	106	-0.6	4	-0.2	-1	-4	-1	-5
Cc1ccc(C(=O)NCCSCc2ccc(Cl)cc2Cl)cc1[N+](=O)[O-]	5	-1	93	1.7	-8	-0.7	-1	1	-2	-5
Cc1ccc(O)c(N=NC2=C(O)CC(C)(C)CC2=O)c1	-2	-2	94	-5.2	26	-1.2	-3	13	.	-6
COc1ccc(CNCCC(c2ccc(OC)cc2)c2ccccc2OC)cc1 (centres undefined)	0	2	105	6.7	-30	-0.9	-1	-4	2	-12
COc1ccccc1NC(=O)C(=O)Nc1ccc2c(c1)N(C(=O)C1CC1)CCC2	-4	1	102	-1.0	6	-2.5	0	-7	1	9
O=C(O)c1cccc(-n2c(O)c(C=C3N=c4ccccc4=N3)sc2=S)c1	1	1	88	0.1	0	1.2	-1	-1	1	2
O=C(Cn1cnc2ccccc2c1=O)N1CCN(c2ccc(F)cc2)CC1	1	1	97	-3.1	16	0.4	-1	-4	0	-6
COc1cccc(C(C(=O)NCc2ccco2)N(C(=O)Cn2nnc3ccccc32)C2CC2)c1OC (centres undefined)	-1	-2	105	0.7	-3	1.2	-4	5	.	0
O=C1C(Cl)=C(N2CCCC2)C(=O)N1c1ccccc1F	3	-1	99	-0.1	1	2.1	-4	9	0	-3
O=C(Nc1ccccc1)N1CCN(Cc2ccc(Cl)cc2)CC1	0	-1	101	0.7	-4	-1.3	4	-6	0	-9
Other structures follow.
SMILES	RTF Ca sens act	V-ATPase pH	DSG3 Ab inh	MOR-DOR ag	MOR-DOR inv ag	C-LANA FP	Keap1-Nrf2 PPI	Arrestin-AP2 inh	Wnt act	RTF Ca sens inh
Cc1nc2sc3c(c2c(=O)[nH]1)CCCC3	9	6	115	-1.5	8	0.3	-5	-2	0	6
COc1ccc(S(=O)(=O)N2CCCC(C(=O)NCCCn3ccnc3)C2)cc1OC (centres undefined)	5	3	126	1.3	-10	0.7	-3	0	-1	-4
COc1cccc(CN2CCNC(=O)C2CC(=O)N(C)Cc2nc(C)cs2)c1OC (centres undefined)	0	2	100	-0.9	5	2.5	2	45	0	-2
COc1ccc(-c2cc(C(F)(F)F)nc(N3CCN(Cc4ccccc4)CC3)n2)cc1OC	1	-4	99	-0.8	5	-1.5	-5	3	.	-11
N#Cc1c(NC(=O)CSc2nc(-c3ccco3)cc(C(F)(F)F)n2)sc2c1CCCC2	-4	-3	103	-2.2	10	1.6	1	6	.	-5
C#CCN(C[C@@H](CC(C)C)NC(=O)OC(C)(C)C)S(=O)(=O)c1ccc(Br)cc1F	8	-1	105	6.4	-30	-0.3	-3	-1	-4	1
N=C(CC1CC(=O)NC(=O)C1)C1=C(O)CCCC1=O	5	-3	97	-3.6	19	-0.5	-1	1	0	-4
COc1ccc(S(=O)(=O)NCc2ccccn2)cc1NC(=O)c1ccccc1	-2	4	101	-0.8	5	-0.2	-3	11	-1	-41
O=C(NNC(=O)c1cccnc1SCc1cccc([N+](=O)[O-])c1)c1cccnc1	0	1	91	-1.4	10	0.5	-6	-1	0	-8
N#CC(C#N)=Cc1cc2ccccc2nc1N1CCOCC1	14	-1	103	0.0	0	0.4	-2	6	0	-11
CCOc1ccc(S(=O)(=O)N2CCCCC2)cc1NC(=O)Cc1cccs1	4	0	122	1.3	-7	-1.5	-7	-2	3	4
CCOc1ccc(S(=O)(=O)Nc2cc(OC)c(OC)cc2C(=O)O)cc1	-1	3	.	-2.2	13	-1.0	1	10	-1	0

Full records, quoted from the list. Values in the order: RTF Ca sens act	V-ATPase pH	DSG3 Ab inh	MOR-DOR ag	MOR-DOR inv ag	C-LANA FP	Keap1-Nrf2 PPI	Arrestin-AP2 inh	Wnt act	RTF Ca sens inh
`CCOc1ccc(S(=O)(=O)Nc2cc(OC)c(OC)cc2C(=O)O)cc1` across the screens: -1	3	.	-2.2	13	-1.0	1	10	-1	0
`COc1ccc(-c2cc(C(F)(F)F)nc(N3CCN(Cc4ccccc4)CC3)n2)cc1OC` across the screens: 1	-4	99	-0.8	5	-1.5	-5	3	.	-11
`Cc1nc2sc3c(c2c(=O)[nH]1)CCCC3` across the screens: 9	6	115	-1.5	8	0.3	-5	-2	0	6
